PLC-gamma1 inh = inhibitors of human phospholipase C gamma1; purified PLC-gamma1, fluorogenic substrate, fluorescence; 370,000 tested, 0.84% active; inhibition, % at 12.2 µM; AID 720700; P19174; in the data active = inhibition above about 9.5%
PLCb3 inh = inhibitors of human phospholipase C beta3 | inhibition, % at 12.2 µM | Purified PLC-beta3, fluorogenic substrate, fluorescence | Q01970 | 370,000 tested, 0.18% active | AID 720704; in the data active = inhibition above about 11%;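 also: 0% = median of compound wells on plate and 100% = full blocker control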
UHRF1 MBD2 ctr = UHRF1 methyl-DNA binding inhibition. UHRF1 binding to methylated oligo, TR-FRET. inhibition, % at 4.4 µM. 370,000 tested, 0.75% active; in the data active = inhibition above about 21%;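 also: UHRF1 SRA domain binding a hemimethylated CpG hairpin DNA probe; 0% = median of test compound wells and 100% = reference inhibitor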
Target sequence (Q96T88 whole entry, looked up, the tested form may be a part): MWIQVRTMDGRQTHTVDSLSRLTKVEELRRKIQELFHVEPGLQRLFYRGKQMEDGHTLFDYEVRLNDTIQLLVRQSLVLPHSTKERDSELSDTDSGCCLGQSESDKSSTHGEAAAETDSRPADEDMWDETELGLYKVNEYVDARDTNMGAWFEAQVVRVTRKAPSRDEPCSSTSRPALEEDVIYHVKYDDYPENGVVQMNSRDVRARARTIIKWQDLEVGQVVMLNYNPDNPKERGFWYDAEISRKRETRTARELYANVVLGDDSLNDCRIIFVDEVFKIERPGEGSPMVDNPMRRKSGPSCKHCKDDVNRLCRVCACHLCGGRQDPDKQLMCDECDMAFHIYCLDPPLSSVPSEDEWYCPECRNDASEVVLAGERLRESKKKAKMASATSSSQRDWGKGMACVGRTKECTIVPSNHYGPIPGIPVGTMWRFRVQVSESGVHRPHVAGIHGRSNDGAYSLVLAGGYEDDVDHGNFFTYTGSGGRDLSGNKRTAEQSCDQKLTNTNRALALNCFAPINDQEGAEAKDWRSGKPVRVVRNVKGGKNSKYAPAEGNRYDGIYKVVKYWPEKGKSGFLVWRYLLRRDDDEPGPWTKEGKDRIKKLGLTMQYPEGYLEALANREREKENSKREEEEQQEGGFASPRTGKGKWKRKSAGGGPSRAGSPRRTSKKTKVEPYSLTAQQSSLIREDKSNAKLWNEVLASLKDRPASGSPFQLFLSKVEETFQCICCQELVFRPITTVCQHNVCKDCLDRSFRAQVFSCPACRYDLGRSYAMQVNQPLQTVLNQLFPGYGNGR
ADAM17 inh = inhibitors of human ADAM17; recombinant ADAM17, EDANS/DABCYL FRET peptide cleavage; inhibition, % at 6.95 µM; 370,000 tested, 0.83% active; AID 720648;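 active = inhibition above the mean of compounds lying between control limits plus 3 SD, set per campaign, cut at about 8.5% in these data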;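 also: 0% = DMSO-only wells as the low control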
ARFGAP1 inh = rat ARFGAP1 inhibition. Arfgap1-stimulated ARF1 GTP hydrolysis, GDP FP detection. inhibition, % at 16.5 µM. 360,000 tested, 0.26% active;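 active = inhibition above a per-plate limit, mean inhibition of low control wells plus 3 SD, cut at about 25% in these data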;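 also: 0% = DMSO wells with enzyme and 100% = wells lacking Arfgap1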
Target sequence (Q62848 1-136 limits assumed): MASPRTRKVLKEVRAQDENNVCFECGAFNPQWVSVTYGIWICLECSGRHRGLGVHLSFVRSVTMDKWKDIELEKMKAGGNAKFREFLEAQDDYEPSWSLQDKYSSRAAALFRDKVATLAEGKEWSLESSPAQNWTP
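Assay system: Rat Arfgap1 GAP domain (His6, aa 1-136), purified enzyme | Buffer or medium: HEPES 25 mM pH 7.5, NaCl 150 mM, MgCl2, DTT | Schedule: GTP hydrolysis reaction 2 h at 25 °C | Signal: FP of antibody-bound GDP Alexa 633 tracer, ex 620/em 688 nm | Measure: Percent inhibition of Arfgap1-stimulated GTP hydrolysis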
MBD2 DNA inh = MBD2-methylated oligo binding inhibition; 370,000 tested, 0.31% active; TR-FRET, MBD2 binding to methylated oligonucleotide; inhibition, % at 4.4 µM; AID 686964; in the data active = inhibition above about 13%
proKLK7 act = proKLK7 (human) activation, primary screen; P49862; purified proKLK7, EDANS-DABCYL substrate fluorescence; 100% is mature enzyme control, 0% vehicle; activation, % at 7 µM; 370,000 tested, 0.9% active; AID 652039;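 active = activation above the mean of all tested compounds plus 3 SD, computed per campaign excluding outliers beyond control limits, cut at about 13% in these data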
DDE Tn7 FP inh = DD(E)-Tn7 binding inhibition, primary FP screen; FP displacement of FITC-Tn7 peptide from fibrin DD(E); 0% = median of compound wells per plate; inhibition, % at 8.3 µM; 370,000 tested, 0.13% active; AID 720508;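 active = inhibition above the mean of compounds falling within the control limits plus 3 SD of them, cut at about 14% in these data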;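 also: 0% = plate median of compound wells and 100% = 10 µM Aha-Tn7 peptide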
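Also added: labelled Tn7 tracer, 0.1 µM; Assay system: human fibrin DD(E) protein; Amount: 2 µM fibrin DD(E); Schedule: 10 min compound pre-incubation, 3 h probe incubation at room temperature; Repeats: one replicate per compound; Read-out basis: percent inhibition; Measured by: fluorescence polarization of the labelled Tn7 tracer.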
ASAP1 GAP inh = ASAP1 ArfGAP inhibition. 360,000 tested, 0.19% active. ASAP1-stimulated ARF1 GTP hydrolysis, GDP FP detection. AID 624377. Q9ULH1. inhibition, % at 16.5 µM; in the data active = inhibition above about 25%;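 also: 0% = vehicle with enzyme and substrate and 100% = no enzyme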
DDE Tn6 FP inh = disrupts Tn6 cyclic peptide binding to fibrin D-Dimer-E complex. P02675. Fibrin DD(E) TRITC-Tn6 fluorescence polarization displacement. inhibition, % at 8.3 µM. 370,000 tested, 0.21% active;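 active = inhibition above a per-campaign cutoff: mean of compounds within control limits plus 3 SD, cut at about 15% in these data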;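 also: 0% = median of all compound wells on the plate and 100% = blocking peptide control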
An asterisk follows results filed as active; & = joins results of further samples.

PLC-gamma1 inh,PLCb3 inh,UHRF1 MBD2 ctr,ADAM17 inh,ARFGAP1 inh,MBD2 DNA inh,proKLK7 act,DDE Tn7 FP inh,Compound,ASAP1 GAP inh,DDE Tn6 FP inh
-15.4,3.7,-0.7,-4.1,0.5,6.2,0.0,-1.4,O=C(Nc1ccccc1OC(F)F)c1ccc(Br)o1,9.2,-0.6
1.0,-7.8,1.4,2.0,2.0,-3.8,0.1,-4.0,COc1ccccc1NC(=O)N[C@@H](Cc1c[nH]c2ccccc12)C(=O)NN,7.0,-2.0
0.0,-7.8,0.8,-2.1,3.6,3.1,0.2,3.0,O=c1cc(-c2ccccc2)[nH]n2cnnc12,14.0,-4.0
6.5,9.1,0.4,5.5,-3.2,-3.1,-0.6,0.8,COCCSc1nnc(NC(=O)CSc2ccccc2)s1,5.1,5.0
-23.9,-33.4,0.4,-46.0,7.4,2.7,0.3,9.7,CCOC(=O)c1cc2c(=O)n3ccccc3nc2n(CCOC)c1=NC(=O)c1c(-c2c(F)cccc2Cl)noc1C,-3.4,-0.7
1.5,2.3,0.1,0.3,-6.7,1.4,-0.1,-1.3,O=C(COc1ccccc1F)N1CCN(S(=O)(=O)/C=C/c2ccccc2)CC1,-2.4,0.7
-1.3,-4.0,-2.3,-3.3,5.5,5.2,-0.2,2.6,CCCOCCc1nnc(N)s1,-6.9,6.1
-125.1,-155.7,-0.9,-248.0,6.2,0.6,26.2*,0.9,COCCCNC(=S)N/N=C/c1ccc(N(C)C)cc1,4.0,-6.8

PLC-gamma1 inh,PLCb3 inh,UHRF1 MBD2 ctr,ADAM17 inh,ARFGAP1 inh,MBD2 DNA inh,proKLK7 act,DDE Tn7 FP inh,Compound,ASAP1 GAP inh,DDE Tn6 FP inh
3.8&0.6&2.0,3.4&1.4&5.3,1.2&1.6&-0.5,-0.2&1.9&4.8,-10.7&-7.3&9.7,-2.7&-2.7&-5.1,-0.3&-0.3&0.7,-1.4&-1.9&-1.4,O=C1NC(=O)C(c2ccccc2)(c2ccccc2)N1,17.4&-2.8&15.3,1.8&3.7&1.4
1.8,-2.3,3.8,1.7,9.6,1.4,-0.2,-1.6,O=C(COC(=O)CNC(=O)c1ccccc1)Nc1cccc(Br)c1,3.0,0.4
-1.5,-6.4,-1.6,-1.1,9.5,-1.6,-0.7,-3.3,O=C(NNC(=O)c1ccco1)Nc1ccccc1,14.2,-0.6
1.0,1.2,-2.6,0.4,-8.1,-4.2,0.1,-3.8,CCOC(=O)c1cc(CC)sc1NC(=O)CC1SC(N)=NC1=O (configuration not stated),-9.5,4.4
-9.7,-17.9,2.8,-13.3,-0.7,-2.8,0.5,-6.5,CCC1=NN2C(=N)/C(=C/c3ccc(OS(=O)(=O)c4ccc(C)cc4)c(OC)c3)C(=O)N=C2S1,1.5,-1.2
-0.1,0.9,-3.1,-3.0,8.8,2.8,0.2,5.0,O=C(NCc1ccccn1)C1CCC(=O)N1C1CCCCC1 (configuration not stated),5.4,-1.0
-5.0,-15.5,2.3,-7.9,-4.8,0.7,-0.5,-4.0,Cc1cc(C)n(CC(=O)NNC(=O)c2ccc(NC(=O)CC#N)cc2)n1,4.9,4.6
3.8,-2.8,0.6,2.8,4.8,-1.9,-0.3,-2.7,O=C(COC(=O)C12CC3CC(CC(Cl)(C3)C1)C2)Nc1ccccc1,5.2,-4.2

Seven structures from above, ordered by length of the SMILES, smallest number first:
PLC-gamma1 inh,PLCb3 inh,UHRF1 MBD2 ctr,ADAM17 inh,ARFGAP1 inh,MBD2 DNA inh,proKLK7 act,DDE Tn7 FP inh,Compound,ASAP1 GAP inh,DDE Tn6 FP inh
-1.3,-4.0,-2.3,-3.3,5.5,5.2,-0.2,2.6,CCCOCCc1nnc(N)s1,-6.9,6.1
-0.1,0.9,-3.1,-3.0,8.8,2.8,0.2,5.0,O=C(NCc1ccccn1)C1CCC(=O)N1C1CCCCC1 (configuration not stated),5.4,-1.0
1.0,1.2,-2.6,0.4,-8.1,-4.2,0.1,-3.8,CCOC(=O)c1cc(CC)sc1NC(=O)CC1SC(N)=NC1=O (configuration not stated),-9.5,4.4
1.8,-2.3,3.8,1.7,9.6,1.4,-0.2,-1.6,O=C(COC(=O)CNC(=O)c1ccccc1)Nc1cccc(Br)c1,3.0,0.4
3.8,-2.8,0.6,2.8,4.8,-1.9,-0.3,-2.7,O=C(COC(=O)C12CC3CC(CC(Cl)(C3)C1)C2)Nc1ccccc1,5.2,-4.2
-5.0,-15.5,2.3,-7.9,-4.8,0.7,-0.5,-4.0,Cc1cc(C)n(CC(=O)NNC(=O)c2ccc(NC(=O)CC#N)cc2)n1,4.9,4.6
-9.7,-17.9,2.8,-13.3,-0.7,-2.8,0.5,-6.5,CCC1=NN2C(=N)/C(=C/c3ccc(OS(=O)(=O)c4ccc(C)cc4)c(OC)c3)C(=O)N=C2S1,1.5,-1.2

Remaining list, next part
PLC-gamma1 inh,PLCb3 inh,UHRF1 MBD2 ctr,ADAM17 inh,ARFGAP1 inh,MBD2 DNA inh,proKLK7 act,DDE Tn7 FP inh,Compound,ASAP1 GAP inh,DDE Tn6 FP inh
1.8,-4.6,-0.8,0.4,0.3,-0.4,0.2,-3.4,Cc1ccc(NS(=O)(=O)c2cccc3nsnc23)cc1[N+](=O)[O-],-1.8,-6.2
-2.7,-8.2,-0.6,0.0,4.4,0.0,0.4,8.2,COc1ccc(Nc2ncc(C#N)c(N)n2)c(OC)c1,14.0,4.4
0.6,-3.4,-1.3,-7.7,0.2,-0.9,0.0,5.8,O=c1/c(=C/c2cccc3ccccc23)sc2ncnn12,-10.6,-2.0
-69.9,-79.2,-0.5,-3.7,-3.7,-2.5,0.5,10.8,CCOc1ccc(CCNC(=O)COC(=O)c2cccc(N(C)C)c2)cc1OCC,-9.6,3.9
2.4,3.8,-0.4,1.6,-2.8,-2.3,0.1,0.7,CCC(C)(C(=O)Nc1ccc2c(c1)OCCO2)N(C(C)=O)c1ccc(C(N)=O)cc1 (configuration not stated),4.4,0.0
3.7,7.1,0.5,4.8,9.6,-1.1,-0.2,-2.7,O=C(Nc1cccc(C(F)(F)F)c1)C1Cc2c(-c3ccco3)ccnc2O1 (configuration not stated),-13.2,0.0
-0.4,2.9,-0.2,-3.4,-8.2,-4.1,0.1,-2.6,CC(C)=C(NC(=O)c1ccccc1)C(=O)N1CCOCC1,2.5,2.9
-3.2,-1.1,0.8,2.0,7.9,-2.9,-0.1,1.7,CCC1(C)Cc2ccccc2-c2nc(-c3ccccc3)oc(=O)c21 (configuration not stated),-2.0,2.2

PLC-gamma1 inh,PLCb3 inh,UHRF1 MBD2 ctr,ADAM17 inh,ARFGAP1 inh,MBD2 DNA inh,proKLK7 act,DDE Tn7 FP inh,Compound,ASAP1 GAP inh,DDE Tn6 FP inh
-2.8,-1.6,1.2,-1.8,-17.3,-5.7,-0.3,9.2,CCOC(=O)N1CCC(NC(=O)CCC(=O)c2ccccc2)CC1,-7.5,3.5
0.2,2.0,10.4,-1.0,-10.7,-3.5,0.1,3.6,Cn1c(=O)c2c(nc(Cl)n2Cc2ccncc2)n(C)c1=O,-11.1,1.1
-1.2,-2.8,-1.3,1.3,1.6,-3.0,0.2,2.3,O=C(/C=C/c1ccc(F)cc1)NCCC1=CCCCC1,1.7,1.6
0.8,2.9,1.3,-1.1,7.9,-1.9,-0.3,-0.2,O=C(Cn1cnc2ccccc21)OCC(=O)N1CCCc2ccccc21,2.3,8.4
-1.4,-3.4,-2.4,-5.5,2.4,2.8,0.2,6.6,Nc1nonc1-n1nnc(C(=O)N/N=C/c2ccccc2F)c1CN1CCOCC1,9.6,1.6
-3.1,-3.8,0.1,0.2,0.9,-5.8,0.0,-12.4,O=C(Nc1cccc(-n2cnnn2)c1)c1cccs1,9.8,5.1
4.8,0.9,-1.4,1.9,10.4,4.0,1.0,-1.9,O=C(Nc1ccc(F)cc1)c1cc(S(=O)(=O)Nc2ccc(F)cc2)cs1,4.4,4.5
-5.9,-4.1,0.4,-2.6,-3.9,-1.5,-0.8,5.5,COc1ccc(-c2nnc(SC(C)C#N)o2)cc1 (configuration not stated),3.8,-1.6

PLC-gamma1 inh,PLCb3 inh,UHRF1 MBD2 ctr,ADAM17 inh,ARFGAP1 inh,MBD2 DNA inh,proKLK7 act,DDE Tn7 FP inh,Compound,ASAP1 GAP inh,DDE Tn6 FP inh
0.4,-6.5,-0.7,-1.1,-3.8,-0.3,-0.6,0.8,COc1ccc(S(=O)(=O)N2CCN(C(=O)CCOc3ccccc3)CC2)cc1OC,-9.7,5.3
-0.2,0.1,4.0,-1.7,-3.5,5.6,-0.5,6.0,CC(C)NC(=O)N1CCOCCOCCN(C(=O)NC(C)C)CCOCCOCC1,3.5,1.3
-0.8,-0.3,3.1,7.3,5.1,-1.8,0.2,5.9,COc1ccc(C(=O)CC(Nc2ccc([N+](=O)[O-])cc2)c2ccc(OC)cc2)cc1 (configuration not stated),-5.9,5.2
-3.6,-2.8,-2.8,1.4,6.6,-4.2,-0.6,-1.4,CCOC(=O)C(=CNc1cccnc1Oc1ccc(C)c2c1CCC2)C(=O)OCC,-0.9,-6.5
2.6,-6.2,2.5,0.5,-8.7,-0.4,0.0,-1.3,Cc1ccc(CN2CCN(CC(=O)N/N=C/c3ccc(C)o3)CC2)cc1,8.6,3.3
-2.4,-0.1,-0.7,-1.9,5.9,-1.5,-0.6,4.2,CC1(C)CNC(=O)CC(C)(C)N1,2.0,4.7
6.8,-10.3,6.5,-7.7,33.2*,-8.1,0.2,0.7,COc1ccc(/C=C2\C(=O)NC(=O)c3ccccc32)cc1OC,44.1*,-1.6
-4.0,0.1,-2.7,-1.8,-6.3,-4.5,0.2,6.8,CN(C)Cc1c(C(C)(C)O)[nH]c2cc(F)ccc12,4.5,-5.0
2.6,0.0,-3.0,5.3,-13.9,1.8,0.7,2.9,O=C(CN1C(=O)/C(=C2/SC(=S)N(CCS(=O)(=O)O)C2=O)c2ccccc21)Nc1cccc(C(F)(F)F)c1,1.8,0.4
-0.4,-2.4,-1.9,-1.6,-2.1,-0.2,0.2,-5.7,CC(Nc1cccc([N+](=O)[O-])c1)C(=O)Nc1ccc(S(=O)(=O)N2CCCC2)cc1 (configuration not stated),-3.3,-2.5

Screening results: PubChem, The Scripps Research Institute Molecular Screening Center
